SDO1 yeast rescue: restores growth of sdo1-depleted yeast | S. cerevisiae sdo1-depleted JHY4D growth rescue, OD600 30 h; hits give high values; pdr5 snq2 efflux-pump mutant strain | z-score at 10 µM | actives 0.21% (n = 140,000) | AID 817;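 active means z-score above 3 at both the 24 hr and the 30 hr optical density reads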;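 further: z-score against mean and SD of all compound wells on the same plate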
Insulin prom inh: TRM-6 insulin promoter activity inhibition. TRM-6 cells (human fetal islet line), insulin promoter-eGFP reporter, imaging; reporter expression induced with tamoxifen. inhibition, % at 2 µM. actives 0.9% (n = 130,000);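 active means inhibition above the mean plus 3 SD, with well images judged a real hit on visual review, cut at about 60% in these data, passing the limit was not always enough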
SDO1 yeast rescue Rescue 24 h: also measured in SDO1 yeast rescue; calls as there; z-score; S. cerevisiae sdo1-depleted JHY4D growth rescue, OD600; measured here: growth rescue at 24 h;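 0 is the plate mean of compound wells and units are plate SD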
Starred values were filed as active, the others as inactive; . = not tested or not shown.

Start of the listing, in advance (16 entries):
SMILES	SDO1 yeast rescue	SDO1 yeast rescue Rescue 24 h	Insulin prom inh
COC(=O)c1ccc(/C=C2\N=C(SC)SC2=O)cc1	-0.39	-0.85	-194
Cc1ccc(S(=O)(=O)c2nc(N3CCOCC3)sc2Cl)cc1	0.14	0.4	14
Cc1ccc(C(=O)OCC(=O)NCC(F)(F)F)cc1C	0.83	-0.6	27
COC(=O)Nc1ccc(S(=O)(=O)N2CCCCC2)cc1	1.2	1.1	-25
Cc1ccc(OCC(=O)Nc2ccc(N3CCN(C(=O)c4ccco4)CC3)cc2)cc1	.	.	45
O=C(C/C=N/OCc1ccc(Cl)cc1Cl)c1ccc(Cl)cc1	-1.1	-0.83	9
O=C(Cn1nc(-c2ccccc2F)ccc1=O)Nc1ccc(S(=O)(=O)N2CCCCCC2)cc1	0.77	0.02	-65
CC(C)Oc1cccc(C(=O)O)c1	-0.8	-1.3	.
CS(=O)(=O)N1CCN(c2nc(-c3ccc(F)cc3)cs2)CC1	0.6	0.2	-19
O/N=C/c1ccccc1OCc1ccc(Cl)cc1	-0.9	0	17
O=c1cc(N2CCOCC2)cnn1-c1ccccc1	0.55	0.05	8
COc1ccc(NC(=O)NC2CC3CCCC(C2)N3Cc2ccccc2)cc1 (stereo not given)	-0.61	-0.7	3
Cc1ccccc1-n1c(=O)cc(N2CCc3ccccc3C2)[nH]c1=O	0.32	0.06	3
Cc1ccc(NC(=O)Cn2c(O)c(N=NC(=O)c3ccncc3)c3ccccc32)cc1	.	.	-40
NC(=O)c1c(NC(NC(=O)c2ccco2)(C(F)(F)F)C(F)(F)F)sc2c1CCCC2	-0.04	0.04	-10
Cc1noc(C)c1COC(=O)c1ccccc1Sc1ccccc1C#N	-1.3	-1.6	.

Main list (from the top)
SMILES	SDO1 yeast rescue	SDO1 yeast rescue Rescue 24 h	Insulin prom inh
COC(=O)c1ccc(/C=C2\N=C(SC)SC2=O)cc1	-0.39	-0.85	-194
Cc1ccc(S(=O)(=O)c2nc(N3CCOCC3)sc2Cl)cc1	0.14	0.4	14
Cc1ccc(C(=O)OCC(=O)NCC(F)(F)F)cc1C	0.83	-0.6	27
COC(=O)Nc1ccc(S(=O)(=O)N2CCCCC2)cc1	1.2	1.1	-25
Cc1ccc(OCC(=O)Nc2ccc(N3CCN(C(=O)c4ccco4)CC3)cc2)cc1	.	.	45
O=C(C/C=N/OCc1ccc(Cl)cc1Cl)c1ccc(Cl)cc1	-1.1	-0.83	9
O=C(Cn1nc(-c2ccccc2F)ccc1=O)Nc1ccc(S(=O)(=O)N2CCCCCC2)cc1	0.77	0.02	-65
CC(C)Oc1cccc(C(=O)O)c1	-0.8	-1.3	.
CS(=O)(=O)N1CCN(c2nc(-c3ccc(F)cc3)cs2)CC1	0.6	0.2	-19
O/N=C/c1ccccc1OCc1ccc(Cl)cc1	-0.9	0	17
O=c1cc(N2CCOCC2)cnn1-c1ccccc1	0.55	0.05	8
COc1ccc(NC(=O)NC2CC3CCCC(C2)N3Cc2ccccc2)cc1 (stereo not given)	-0.61	-0.7	3
Cc1ccccc1-n1c(=O)cc(N2CCc3ccccc3C2)[nH]c1=O	0.32	0.06	3
Cc1ccc(NC(=O)Cn2c(O)c(N=NC(=O)c3ccncc3)c3ccccc32)cc1	.	.	-40
NC(=O)c1c(NC(NC(=O)c2ccco2)(C(F)(F)F)C(F)(F)F)sc2c1CCCC2	-0.04	0.04	-10
Cc1noc(C)c1COC(=O)c1ccccc1Sc1ccccc1C#N	-1.3	-1.6	.
Cc1[nH]c2ccccc2c1C(=O)C(=O)N1CCCc2ccccc21	0.37	0.33	.
Brc1ccc(/C=C/C=N/Nc2nc3ccccc3s2)cc1	0.93	0.72	.
CC(C)CC(=O)Nc1ccc(C(=O)NN2C(=O)c3ccccc3C2=O)cc1	0.24	-0.55	.
CCCC(=O)Nc1nc(-c2ccccc2)ns1	-0.89	-0.91	.
CCCOc1cccc(C2/C(=C(/O)c3ccc(F)cc3)C(=O)C(=O)N2CCN(C)C)c1 (stereo not given)	2.4	-0.53	.
Nc1ccc(SCCN2C(=O)c3ccccc3C2=O)cc1	-0.02	-0.62	.
COC(=O)c1cc(C(=O)OC)n(Cc2ccc(F)cc2)n1	-0.38	-0.68	-408
Cc1nn2c(N)csc2nc1=O	0.41	-0.32	.
Cc1c(C(=O)N2CCN(CCc3ccccc3)CC2)oc2ccccc12	-0.61	-0.57	19
Cc1ccccc1NC(=O)c1ccc2c(c1)OCCO2	-0.45	-0.31	25
Cc1ccc(NC(=O)CSc2nnc(CCNC(=O)OC(C)(C)C)o2)c(C)c1	0.65	0.66	-24
O=C1CC(c2ccc(O)cc2)Oc2cc(O)cc(O)c21 (stereo not given)	0.78	0.86	-14
Cc1ccc(N2C(=O)C3C(C(=O)c4ccccc4)=NN(c4ccccc4)C3C2=O)cc1 (stereo not given)	0.09	1.4	36
COc1cc2c(cc1NC(=O)CN(C)Cc1ccc(OC)c(OC)c1)oc1ccccc12	-0.51	0.29	.
COC(=O)c1ccccc1-c1ccc(/C=C2\C(=O)N(c3ccccc3)N=C2c2ccccc2)o1	0.19	0.38	.
COc1ccc(S(=O)(=O)N2CCCOC2CNC(=O)C(=O)NCCCn2ccnc2)cc1OC (stereo not given)	.	.	-56
Cc1cc(S(=O)(=O)N2CCN=C2c2ccccc2)c(Cl)cc1Cl	-0.55	-0.05	23
C=CCn1c(SC(C)C(N)=O)nc2sc(CC)cc2c1=O (stereo not given)	.	.	-42
CC(C)(C)c1ccccc1NC(=O)c1cccnc1	0.57	-0.21	0
C=CCc1ccccc1OCC(O)CNC(C)C (stereo not given)	0.39	0.57	5
O=C(COc1ncnc2ccccc12)Nc1ccc(Cl)c([N+](=O)[O-])c1	-0.41	-0.76	32
C=C(C)c1cccc(C(C)(C)NC(=O)N2CCCC(C)C2)c1 (stereo not given)	-0.16	-0.31	40
CC1=NN(c2ccc(Cl)cc2)C(=O)/C1=C\c1cccn1-c1ccc(S(N)(=O)=O)cc1	-1.1	-0.75	33
Cc1cccc(OCc2nnc(SCC(=O)Nc3cccc(C(=O)N4CCOCC4)c3)n2C)c1C	-0.47	-1.8	-21
O=C(CSc1ccc2nnc(-c3ccccn3)n2n1)NCc1ccco1	1.9	2	.
O=C(/C=C/C=C/c1ccccc1)CC1(O)C(=O)N(CCc2ccccc2)c2ccccc21 (stereo not given)	-2.4	-1.5	.
O=C(N/N=C/c1ccncc1)c1ccccc1[N+](=O)[O-]	.	.	15
CCOc1cc(N2CCOCC2)c(OCC)cc1NC(=O)COC(=O)[C@@H]1CCCN1S(=O)(=O)c1ccccc1F	.	.	-29
C#CC(C)(CC)NC(=O)Cn1nnc(-c2ccc(S(C)(=O)=O)cc2)n1 (stereo not given)	-0.55	-1.1	.
Cc1cc(C)cc(OC(C)c2ccnc3nc(/N=C/N(C)C)nn23)c1 (stereo not given)	0.65	1.1	.
Cc1cc(C)nc(NC(=O)/C=C/c2ccc(Cl)cc2Cl)c1	-2.6	-1.3	.
Cc1nn(C)c(C(=O)Nc2ccn(Cc3ccccc3F)n2)c1[N+](=O)[O-]	-0.62	-0.92	20
CNc1ccccc1-c1nc2ccccc2n(C)c1=O	0.46	-0.07	-38
Cc1ccc(-c2ccc(CO)o2)cc1N	.	.	-4

(listing goes on)
SMILES	SDO1 yeast rescue	SDO1 yeast rescue Rescue 24 h	Insulin prom inh
CCCCOc1ccc(/C=C2/Sc3ccccc3C2=O)cc1	-1.2	0.13	-18
O=C1CN(C(=S)Nc2ccccc2Cl)CCN1	.	.	17
COc1ccccc1N1CCN(C(=O)C(F)F)CC1	0.15	-0.66	.
CCCC(=O)NC(=S)Nc1ccc(S(=O)(=O)Nc2ccc(OCC)cc2)cc1	-0.88	-0.04	.
O=C(Nc1cccc(S(=O)(=O)N2CCCCC2)c1)c1ccccc1NS(=O)(=O)c1ccc(F)cc1	0.77	0.23	.
CC(=O)C(C)Oc1cc(C)cc2oc(=O)c(C)c(C)c12 (stereo not given)	-0.95	-0.81	.
COc1ccc(NC(=O)CCNS(=O)(=O)c2cccc3nsnc23)cc1OC	1.1	-0.6	22
Cc1noc(C)c1C(=O)N(CC(=O)NC1CCCC1)Cc1ccccc1F	0.38	-0.27	3
COc1c(F)c(F)c(C(=O)Nc2ccc(N3CCN(Cc4ccccc4)CC3)cc2)c(F)c1F	0.03	-0.23	-32
COc1ccc(CCNC(=O)C(=O)NCCOc2ccccc2Cl)cc1OC	0.45	-0.15	-64
CC(=O)c1c[nH]c(C(=O)NCC2CCCO2)c1 (stereo not given)	0.86	0.65	-19
CC1(C)CC(=O)C2=C(C1)NC(=O)CC2c1ccc(N(CCC#N)CCC#N)cc1 (stereo not given)	0.78	0.62	.
CCCc1cc(=O)oc2cc(C)c(CN3CCCC3)c(O)c12	0.39	-0.15	-10
CC1=C(C(=O)OCc2ccccc2)C(c2ccc3ccccc3c2)NC(=O)N1CCCCCC(=O)O (stereo not given)	0.07	-0.16	30
CCN(C(=O)CN1CCN(c2ccc(OC)cc2)CC1)c1c(N)n(Cc2ccccc2)c(=O)[nH]c1=O	0.23	-0.64	.
Nc1cc(Br)c(N)c(Br)c1	0.98	1.2	12
COc1ccc(/C=N/NC(=O)COc2ccccc2-c2ccccc2)cc1	-0.86	-0.16	-26
COCCNC(=O)C(C)N(c1ccc(OC)cc1)S(C)(=O)=O (stereo not given)	0.67	0.54	-33
Cc1nnsc1NC(=O)OCC(C)(C)C	-0.43	-0.64	-3
CC(C)C(=O)NNc1nc2ccccc2s1	0.22	-0.17	11
Cn1cccc1-c1nc2ccccc2n1Cc1ccccc1	-1.7	-0.55	-41
Cc1ccc(-c2nnc3ccc(SCC(=O)N4CCCc5ccccc54)nn23)cc1	-0.53	-0.27	.
O=C(NCCc1ccccc1)c1cc(-c2ccco2)on1	0.8	1.4	49
O=C(C1CCN(S(=O)(=O)N2CCOCC2)CC1)N1CCN(c2ccc(F)cc2)CC1	.	.	-14
Cc1ccc(-c2noc(CN(C(=O)CCCCCN3C(=O)c4ccccc4C3=O)C(C)C)n2)cc1	-1.4	-0.9	-10
COc1ccccc1NC(=O)/C=C\C(=O)O	.	.	100*
Cc1nn(C)cc1S(=O)(=O)N1CCN(Cc2ccccc2Cl)CC1	.	.	-48
O=S(=O)(Cc1cc(Sc2ccccc2)nc(-c2ccccc2)n1)c1ccccc1	-0.25	-0.07	-70
CCC1(C)N(O)C(C)(C)C(c2ccc(F)cc2)=[N+]1[O-] (stereo not given)	0.15	-0.43	16
O=C(C1CC1)N1CCc2[nH]c3ccccc3c2C1	0.73	0.72	.
O=C(Nc1nccs1)c1ccc2nccnc2c1	-0.88	-1	.
O=c1[nH]n2c(=O)c3c([nH]c2c1N=Nc1cccc(Cl)c1)CCCC3	-0.07	-0.51	6
O=[N+]([O-])c1ccc(N2CCN(c3ccccc3F)CC2)c(S(=O)(=O)N2CCOCC2)c1	-2.2	-2.1	.
O=C(Nc1nc2c(s1)CCCC2)Oc1ccccc1	-1	-0.81	-55
CCC(Oc1nc2ccccc2nc1-c1ccccc1NC(C)=O)C(=O)c1ccccc1 (stereo not given)	-0.69	-0.47	-20
COC(=O)/C=C1\NCCSC1=O	0.5	-0.25	.
CCOC(=O)c1nnc(-c2ccccc2)nc1Oc1ccc(Cl)cc1	-0.6	0.99	28
O=C(CCCn1c(SCc2ccccc2F)nc2ccccc2c1=O)NCC1CCCO1 (stereo not given)	.	.	-7
CC1CCCC(C)N1C(=O)COC(=O)c1ccc2c(c1)OCO2 (stereo not given)	0.23	0.77	.
Cn1ccnc1SCc1cn2cc(Br)ccc2n1	1.9	2.3	.
CCc1cc2c(=O)c(-c3cscn3)coc2cc1O	-0.87	0.18	.
CC1Oc2ccccc2N(CC(=O)NCc2cccs2)C1=O (stereo not given)	0.39	0.35	.
CCOC(=O)c1ccc(NC(=S)N2CCSC2c2ccc(Cl)cc2)cc1 (stereo not given)	-1.9	-1.6	.
Cc1ccc(C)c(N2C(=O)c3cc(N4CCOCC4)c([N+](=O)[O-])cc3C2=O)c1	0.29	-0.46	28
COc1ccc(N2C(=O)c3ccccc3NC23CCCCC3)cc1	0.17	-0.55	-64
N#Cc1c(N)nc2c(c1-c1ccncc1)CCCCC2	0.57	-0.34	-29
O=C(NNc1ccccc1[N+](=O)[O-])Nc1ccc(Cl)c(Cl)c1	-0.86	0.12	24
COc1cccc(-c2nn(-c3ccccc3)cc2/C=C\C(=O)c2cccs2)c1	-0.89	-0.41	54
CCC(=O)Nc1c(S(=O)(=O)c2ccc(C)cc2)c2nc3ccccc3nc2n1C(C)c1ccccc1 (stereo not given)	0.84	1.8	.
COc1cc(/C=C(\NC(C)=O)C(=O)Nc2ccc(NC(C)=O)cc2)ccc1OC(C)=O	-1.2	-1.6	17

Further records follow.
SMILES	SDO1 yeast rescue	SDO1 yeast rescue Rescue 24 h	Insulin prom inh
COc1ccc(Oc2c(Cl)cnn(-c3ccccc3)c2=O)cc1	0.67	0.37	-50
NNS(=O)(=O)c1ccc(Cc2ncc(C(F)(F)F)cc2Cl)s1	0.45	0.17	36
Cc1ccccc1NC(=O)Cc1nnc(SCC(=O)c2ccc(Br)cc2)n1C	0.92	1.3	-70
Cc1cccc(N2CCN(c3cccc(C)c3)C2c2cccnc2)c1	-1.3	-0.93	.
Cc1[nH]c2ccccc2c1Cc1n[nH]c(=S)o1	0.44	0.07	.
Cc1ccc(-c2nsc(SCC(=O)Nc3ccc4c(c3)OCO4)n2)cc1	-0.64	0.13	.
CCOc1ccc(-n2c(=O)c3c(C)c(C(=O)N(C)C)sc3n(CC(=O)Nc3ccccc3F)c2=O)cc1	.	.	19
CC(CC(=O)Nc1ccc(Cl)c([N+](=O)[O-])c1)c1ccccc1 (stereo not given)	-1.3	-0.99	-12
